Source: PubChem BioAssay
MT1-MMP txn act – MT1-MMP promoter reporter activation – cell-based, luciferase luminescence, primary screen; HT1080 MT1-MMP promoter luciferase reporter, overnight; active compounds read high; activation factor at 10 µM; 0.16% of 86,000 active;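 active means activation factor of at least 2 for MT1-MMP transcription at 10 µM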
PLK1 kinase inh – human PLK1 kinase inhibitors, primary screen, biochemical, TR-FRET. recombinant PLK1 kinase, TR-FRET peptide phosphorylation. 0.53% of 97,000 active. inhibition, % at 10 µM;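 active means inhibition of 50% or more in the single-concentration screen; inactive means inhibition below 50%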;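 further: 0% = DMSO max control and 100% = H-89 dihydrochloride min control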
EphB4 antag – EphB4-ephrin-B2 interaction antagonists, primary screen, biochemical, TNYL-RAW peptide probe, fluorescence polarization | EphB4 LBD / TNYL-RAW-Alexa532 peptide | Ephrin type-B receptor 4 (Homo sapiens), P54760 | inhibition, % at 7 µM | 0.15% of 97,000 active;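 active means inhibition above the screen-wide mean inhibition plus 3 SD, cut at about 15% in these data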;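 further: 0% = DMSO wells and 100% = excess unlabeled TNYL-RAW peptide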
PLK1 PBD inh – Plk1 polo box domain binding inhibitors, primary screen, biochemical, fluorescence polarization; AID 693, 2007; Plk1 PBD phosphopeptide binding; inhibition, %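 (tested at about 20 µM)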; Serine/threonine-protein kinase PLK1 (Homo sapiens), P53350; 0.13% of 97,000 active; in the data active means inhibition above about 34%, passing the limit was not always enough
S1P2 antag – human S1P2 receptor antagonists, primary screen, cell-based; inhibition, % at 5 µM; cell-based S1P2 antagonist assay, inhibition at 5 uM; 0.21% of 97,000 active; Sphingosine 1-phosphate receptor 2 (Homo sapiens), O95136; in the data active means inhibition above about 45%;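 further: CRE beta-lactamase reporter cells expressing human S1P2 stimulated with S1P; 0% = agonist at EC80 alone and 100% = agonist plus reference antagonist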
Target sequence (O95136 whole entry, looked up): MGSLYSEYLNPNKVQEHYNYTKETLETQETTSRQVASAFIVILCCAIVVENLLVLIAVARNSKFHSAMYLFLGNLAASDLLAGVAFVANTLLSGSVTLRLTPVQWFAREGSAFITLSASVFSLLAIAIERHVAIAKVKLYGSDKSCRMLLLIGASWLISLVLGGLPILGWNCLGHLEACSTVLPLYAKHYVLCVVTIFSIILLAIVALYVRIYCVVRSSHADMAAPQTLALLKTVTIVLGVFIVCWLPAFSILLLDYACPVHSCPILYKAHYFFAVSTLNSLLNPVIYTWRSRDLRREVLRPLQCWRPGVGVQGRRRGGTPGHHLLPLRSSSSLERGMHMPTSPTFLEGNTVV
S1P2 agonist – S1P2 receptor agonists, primary screen, cell-based; S1P2-expressing cell line, agonist reporter read-out; Sphingosine 1-phosphate receptor 2 (Homo sapiens), O95136; activation, % at 4.5 µM; 0.46% of 97,000 active; in the data active means activation above about 16%;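 further: 0% = vehicle low control and 100% = maximal reference agonist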
PLAP activator – PLAP enzyme activators, biochemical, luminescence, HTS | 1.2% of 96,000 active | activation fold at 20 µM | Alkaline phosphatase, placental type (Homo sapiens), P05187 | purified PLAP enzyme, luminescent substrate read-out; active compounds read high | AID 696, 2007; in the data active means activation fold above about 2
Target sequence (P05187 whole entry, looked up): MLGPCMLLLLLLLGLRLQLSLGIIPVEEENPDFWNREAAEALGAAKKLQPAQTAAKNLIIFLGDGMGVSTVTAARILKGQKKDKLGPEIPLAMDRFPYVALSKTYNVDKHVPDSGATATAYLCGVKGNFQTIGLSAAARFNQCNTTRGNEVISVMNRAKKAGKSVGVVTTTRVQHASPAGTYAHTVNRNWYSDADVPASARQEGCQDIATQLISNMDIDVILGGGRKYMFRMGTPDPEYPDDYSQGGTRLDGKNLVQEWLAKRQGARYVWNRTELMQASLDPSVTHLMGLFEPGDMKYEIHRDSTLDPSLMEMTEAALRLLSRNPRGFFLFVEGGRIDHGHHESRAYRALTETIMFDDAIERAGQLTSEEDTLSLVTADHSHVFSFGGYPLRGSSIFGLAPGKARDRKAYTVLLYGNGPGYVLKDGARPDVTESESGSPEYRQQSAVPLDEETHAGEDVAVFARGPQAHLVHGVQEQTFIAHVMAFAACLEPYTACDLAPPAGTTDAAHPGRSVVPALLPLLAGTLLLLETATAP
FAK blocker – FAK kinase inhibitors, primary screen, biochemical | biochemical FAK kinase activity assay | Focal adhesion kinase 1 (Homo sapiens), Q05397 | inhibition, %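 (tested at 7 µM)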 | AID 727, 2007 | 0.84% of 97,000 active; in the data active means inhibition above about 19%;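 further: 0% = DMSO and 100% = reference compound high control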
HIV Rev-RRE inh – HIV-1 Rev-RRE binding inhibitors, primary screen, biochemical, FRET, protein-RNA interaction | P05866 | Rev peptide-RRE RNA binding | inhibition, % at 8 µM | 0.79% of 97,000 active | AID 704, 2007;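 active means inhibition above the screen-wide mean plus 3 SD, cut at about 35% in these data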;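 further: 0% = median DMSO wells and 100% = median Neomycin B control wells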
Target sequence (P05866 whole entry, looked up): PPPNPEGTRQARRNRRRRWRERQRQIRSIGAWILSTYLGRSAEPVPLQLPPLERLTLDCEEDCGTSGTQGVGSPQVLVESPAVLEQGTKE
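System: Cy5-labelled duplex RRE RNA binding fluorescein-labelled HIV Rev peptide; Signal: fluorescein-to-Cy5 FRET, 480 nm excitation; Also added: labelled Rev peptide; Compound: one concentration, 8 µM nominal; Buffer or medium: HEPES pH 7.5 salt buffer with EDTA; Read-out: % inhibition of FRET ratio versus controls; Schedule: 5 min preincubation and 15 min binding, 25 °C.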
* hit, by the source's call; . = no result given. This is a random part of the collection. About 3.9% of those tested had a hit in this group.

SMILES	MT1-MMP txn act	PLK1 kinase inh	EphB4 antag	PLK1 PBD inh	S1P2 antag	S1P2 agonist	PLAP activator	FAK blocker	HIV Rev-RRE inh
CCOC(=O)c1nn(-c2ccc3c(c2)OCO3)cc1O	1.1	0	5	-17	3	-8	.	6	7
CCOCCCn1c(=NC(=O)c2cccnc2)c(C(=O)OCC)cc2c(=O)n3ccccc3nc21	1.2	2	-5	-17	-28	10	1.3	-3	11
CCCCn1c(CNC(=O)Cc2ccccc2)nc2ccccc21	.	-11	-1	7	-30	-3	1	-6	2
C/C(=C\C(=O)N1CCc2ccccc21)C(=O)O	.	-16	0	-3	3	-7	0.9	-1	0
CCSCCOC(=O)C1=C(C)NC(=O)NC1c1ccc2c(c1)OCO2 (stereo unspecified)	1.1	-14	4	24	17	-1	0.8	0	4
COc1ccccc1-n1c(SCC(=O)N2CCCC2)nc2cccnc21	1.3	-2	5	-1	3	-1	1.1	4	5
COC(=O)C(O)(CC(=O)Nc1ccc(Cl)cc1Cl)C(F)(F)F (stereo unspecified)	1.2	-7	1	4	-12	-3	.	-3	2
CC1=C(C#N)C(NC(=O)C(C)(C)C)(C(F)(F)F)C(=O)N1 (stereo unspecified)	1	-11	-7	1	-5	-3	1	-1	7
Cn1cc(S(=O)(=O)CC(=O)N2CCCc3ccccc32)c2ccccc21	1.1	6	14	-26	18	-5	1.6	-1	6
Cn1c(=O)n(CC(=O)Nc2ccc(F)cc2)c2ccccc21	1.2	-14	-8	-13	-17	-2	0.8	-1	2

Limited to S1P2 agonist and S1P2 antag (7 entries from above):
Molecule,S1P2 agonist,S1P2 antag
C/C(=C\C(=O)N1CCc2ccccc21)C(=O)O,-7,3
CCSCCOC(=O)C1=C(C)NC(=O)NC1c1ccc2c(c1)OCO2 (stereo unspecified),-1,17
COc1ccccc1-n1c(SCC(=O)N2CCCC2)nc2cccnc21,-1,3
COC(=O)C(O)(CC(=O)Nc1ccc(Cl)cc1Cl)C(F)(F)F (stereo unspecified),-3,-12
CC1=C(C#N)C(NC(=O)C(C)(C)C)(C(F)(F)F)C(=O)N1 (stereo unspecified),-3,-5
Cn1cc(S(=O)(=O)CC(=O)N2CCCc3ccccc32)c2ccccc21,-5,18
Cn1c(=O)n(CC(=O)Nc2ccc(F)cc2)c2ccccc21,-2,-17

(further entries)
SMILES	MT1-MMP txn act	PLK1 kinase inh	EphB4 antag	PLK1 PBD inh	S1P2 antag	S1P2 agonist	PLAP activator	FAK blocker	HIV Rev-RRE inh
COc1ccc(/C=N\NC(=S)SCN2C(=O)C3CCC(C)(C2=O)C3(C)C)cc1 (stereo unspecified)	1.2	-16	4	-28	-8	-1	.	8	-6
Nc1cc(=O)nc(SCC(=O)NCc2ccccc2)n1CCc1ccccc1	1	-4	-1	-1	11	-4	0.9	2	7
COc1ccc(Cc2nn3c(-c4cc(OC)c(OC)c(OC)c4)nnc3s2)cc1	0.9	-10	-7	8	-41	9	1.7	2	10
Cc1nc2sc3c(c2c(=O)o1)CCCC3	1.1	-19	-5	6	-8	-5	1.3	0	5
Fc1ccccc1CSc1nc2ncc(Br)cc2[nH]1	1.3	-11	-2	7	-23	0	1.7	5	15
CCOc1ccc(NC(=O)CN(C)CC(=O)NC2CCCc3ccccc32)cc1OCC (stereo unspecified)	0.9	-9	-7	-14	-5	-2	1.6	2	-1
CC(C)(C)n1nnnc1C(c1ccc(C(F)(F)F)cc1)N(Cc1ccc(F)cc1)Cc1ccco1 (stereo unspecified)	1.1	-7	-5	-2	21	-6	.	-1	2
COc1ccc(/C=N/c2oc(-c3ccccc3)cc2C#N)cc1OC	.	-10	1	12	23	-9	1	2	9
CCOc1ccccc1N(CC(=O)Nc1ccc2c(c1)OCO2)S(C)(=O)=O	1.1	-7	4	-15	10	-7	1	-2	2
Cn1nc(C(=O)NCCN2CCOCC2)c2ccccc2c1=O	1	-10	-6	0	-13	-3	0.9	-2	9
Cc1cc(Cl)ccc1OC(C)c1nnc(N)s1 (stereo unspecified)	1.2	-11	-5	-14	-42	1	0.8	0	-2
CCOc1ccc(CNC(=O)C2CCN(S(=O)(=O)CC)CC2)cc1OC	1.1	-5	-9	-15	2	-6	1.1	-4	1
O=C(CN(C1CCCCC1)S(=O)(=O)c1ccc(Cl)cc1)N1CCOCC1	.	-9	-9	-16	14	-2	1.1	1	7
Clc1ccccc1-c1nnc2sc(-c3ccco3)nn12	1	6	-4	-9	-23	-4	0.8	-3	-2
COC(=O)c1ccccc1NC(=O)C1CCN(S(=O)(=O)c2cc(OC)ccc2OC)CC1	1	-11	0	-1	-7	-3	1.5	0	14
CCn1c(=O)c(C(=O)Nc2nc3ccccc3[nH]2)c(O)c2ccccc21	.	-4	0	-6	79*	4	1	23*	15
C=CCOc1ccc(CNn2cn[nH]c2=S)cc1OC	.	-9	-3	4	6	-4	1.1	-1	4
CC(=O)NC(C)C12CC3CC(CC(C(=O)O)(C3)C1)C2 (stereo unspecified)	1.2	-8	-7	7	-12	-6	1	0	3
CC(NC(=O)Cn1ccsc1=N)C12CC3CC(CC(C3)C1)C2 (stereo unspecified)	1.1	-15	2	9	14	-2	0.7	-1	-5
COc1ccc2c(c1)CCc1c(C(=O)N3CCCC3)noc1-2	1.1	-10	-5	1	-5	-4	1	1	2
O=C(NNC(=O)C1CCCN(c2ncccn2)C1)c1ccc(F)cc1 (stereo unspecified)	.	-4	1	15	14	-4	1.6	3	5
O=C(CCSc1ccc(Cl)cc1)NC12CC3CC(CC(C3)C1)C2	.	-11	4	-20	-17	-2	0.7	1	16
CCOC(=O)C1=C(N)N(c2ccccc2Oc2ccccc2)C(=O)C1	1	2	-6	-21	-23	-5	1.6	-2	4
O=C(Nc1ccccc1)N(C1=NCCC1)c1ccc(OC(F)F)cc1	1.2	-11	-10	-6	-7	-4	1	3	6
COc1ccc(-n2c(SCC(=O)N3CCN(c4ccccc4)CC3)nc3c(c2=O)SCC3)cc1	1	-24	-6	13	-10	-4	1.6	1	-4
COc1ccccc1C(=O)N1CCc2ccccc21	1.1	-4	8	11	-4	-6	0.9	10	7
O=C(c1cnc2c(c1)COc1ccc(Cl)cc1-2)c1ccccc1O	1.1	-8	3	9	-12	-2	.	2	6
Cc1occc1C(=O)Nc1cccc(C(F)(F)F)c1	1.2	8	-5	2	4	-2	.	3	8
Cn1c(=O)cc(SCC(=O)Nc2ccc3c(c2)OCO3)c2ccccc21	1	6	-9	9	0	-6	1	-4	1
Cc1cc(C)c2cc(C#N)c(N3CCCC3)nc2c1	1.1	-17	8	5	17	-3	1	9	6
CC(C)C(=O)Nc1cccc(C(=O)Nc2nccs2)c1	1.2	-12	-3	7	0	-6	1.3	5	3
O=C(O)CC1(Cc2nc(-c3cccs3)no2)CCCC1	1.1	-24	0	11	20	-4	1.1	1	10
O=C(Nc1ccc(N2CCOCC2)nc1)c1ccc(F)cc1	.	-10	1	-7	-1	-10	1	0	1
COC(=O)c1ccccc1NC(=O)C1CC(=O)N(c2ccccc2)C1 (stereo unspecified)	1	-10	-8	21	-2	-1	0.8	-1	1
O=C(OCC1OC2C(Oc3nc(=O)ccn32)C1O)c1ccccc1 (stereo unspecified)	1.1	-9	-9	7	13	-3	1.3	1	6
CC1CCc2sc3nc(NCc4ccco4)n4ncnc4c3c2C1 (stereo unspecified)	1.1	-9	-1	-23	-2	-2	1.4	2	8
CCN1C(=O)C2(/C(=C(\O)c3ccc4c(c3)OCCO4)C(=O)C(=O)N2CCCOC)c2ccccc21 (stereo unspecified)	1.2	-1	-4	-12	19	-6	1.4	2	0
O=C1CC(=C2c3ccccc3-c3ccccc32)C(=O)N1CCN1CCN(c2cccc(Cl)c2)CC1	1.2	-10	-3	-10	0	-1	.	2	9
COc1cc(C2=NOC(C(=O)NC3CCCCC3)C2)cc(OC)c1OC (stereo unspecified)	0.9	-2	-3	9	-1	-4	1.1	4	2
O=C(CC(c1ccccc1)c1ccccc1)OCn1nnc2ccccc2c1=O	.	-9	-1	17	-2	-4	1.4	-3	-2

Already shown: 2 of the compounds above.
SMILES	MT1-MMP txn act	PLK1 kinase inh	EphB4 antag	PLK1 PBD inh	S1P2 antag	S1P2 agonist	PLAP activator	FAK blocker	HIV Rev-RRE inh
O=C(OCC1OC2C(Oc3nc(=O)ccn32)C1O)c1ccccc1 (stereo unspecified)	1.1	-9	-9	7	13	-3	1.3	1	6
CC1CCc2sc3nc(NCc4ccco4)n4ncnc4c3c2C1 (stereo unspecified)	1.1	-9	-1	-23	-2	-2	1.4	2	8

More structures follow:
SMILES	MT1-MMP txn act	PLK1 kinase inh	EphB4 antag	PLK1 PBD inh	S1P2 antag	S1P2 agonist	PLAP activator	FAK blocker	HIV Rev-RRE inh
Cc1cc(C)cc(N(CC(=O)N2CCC(C)CC2)S(=O)(=O)c2ccccc2)c1	1	-8	8	-6	17	-1	1.3	-2	6
Cc1ccc(S(=O)(=O)Cn2nnnc2C(C(C)C)N2CCc3ccccc3C2)cc1 (stereo unspecified)	1.1	-10	1	-26	4	-7	1.4	11	5
Cc1cccc(NC(=O)c2ccc(S(=O)(=O)N(C)C)cc2)n1	1.6	-7	18*	-21	15	2	1	-1	1
c1cn(-c2ncnc3sc4c(c23)CCCC4)cn1	1	0	-6	-6	15	-4	1	-1	1
Cc1noc(C)c1CSc1nnc2scc(-c3ccccc3)n12	1	-4	-8	17	-17	-6	1	8	1
C=CCSc1ncccc1C(=O)O	1.1	-9	1	26	4	-1	0.9	0	1
COc1ccc(C(=O)NN(C)c2nc(-c3ccccc3)cc(C)c2S(C)(=O)=O)cc1	1.1	-7	0	6	-3	-3	0.9	2	2
CCOC(=O)C1=C(CN2c3ccccc3CC2C)NC(=O)NC1c1ccccc1 (stereo unspecified)	1.3	-14	-2	5	-10	-7	0.9	-3	-5
Cn1nc(C(F)(F)F)c(/C=N/OC(=O)c2ccccc2Cl)c1SCc1ccc(Cl)cc1	.	-6	3	17	9	-4	0.8	-8	16
O=C(COc1ccccc1)OCc1cc2ccccc2[nH]c1=O	1	-1	4	-15	7	-8	0.9	8	8
O=C1C2CCCN2C(c2cccc(F)c2)N1c1cccc(Cl)c1 (stereo unspecified)	1	3	-3	9	-6	-1	1.2	0	2
